# Source: PubChem
# IDE act: activators of human insulin-degrading enzyme in cells; P14735; activation, % at 5.96 µM; HEK cells, FAbeta-B cleavage, fluorescence polarization; 0% vehicle, 100% cell-free pure enzyme wells; hit rate 0.073% among 340,000;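 active means activation above the mean of all tested compounds plus 3 SD, set per screening campaign, cut at about 17% in these data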
# IDE cell inh: inhibits human insulin-degrading enzyme in HEK cells; AID 434962; FAbetaB cleavage, fluorescence polarization; hit rate 0.41% among 320,000; inhibition, % at 5.59 µM;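 active means percent inhibition above the average of all tested compounds plus 3 SD, set per screening campaign, cut at about 16% in these data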;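 further: IDE supplied by intact live HEK cells; FP after avidin binding of uncleaved biotin substrate so inhibition keeps polarization high; 0% = DMSO wells and 100% = 60 µM reference IDE inhibitor Ii1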
# GalR3 antag: human GalR3 antagonism; HEK293 GalR3-CNG cAMP membrane potential fluorescence; galR3 body fused to GalR1 C-terminus; AID 651719; inhibition, % at 3 µM; O60755; hit rate 0.44% among 360,000;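 active means inhibition above the screen-wide average plus 3 SD, cut at about 13% in these data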;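 further: forskolin and galanin both at EC90 stimulate the cells; cAMP rise reported by CNG channel membrane potential dye signal; 0% = forskolin plus galanin with DMSO and 100% = forskolin alone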
# MEKK3 PB1 HTS: MEKK3-MEK5 PB1 interaction, increase or decrease. Q99759. bead-based flow cytometry, Alexa488-MEK5 binding to MEKK3; actives lie on both sides; 0 = blocked by unlabeled MEK5, 100 = vehicle. binding response (% of control), % at 10 µM. hit rate 1.4% among 290,000. AID 1529;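 active means binding response more than 3 SD above or below the average of its plate-row segment, actives on both sides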;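 further: Alexa488 bead fluorescence after subtracting the streptavidin-only scavenger bead signal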
# CRFR2-BP antag: blocks CRF-induced signaling of the CRF-BP/CRF-R2 complex | inhibition, % at 11.8 µM | hit rate 0.59% among 350,000 | AID 588475 | HEK293 CRF-R2/CRF-BP, CRF-induced calcium fluorescence;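 active means inhibition of the ligand-induced calcium signal above about 50% at the single tested concentration, limit read from the data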
# CHRM4 PAM: potentiates acetylcholine response at human M4 receptor; P08173; CHO-K1 hM4/Gqi5, Fluo-8 calcium fluorescence, ACh EC20; 0% = ACh EC20, 100% = maximal ACh; activation, % at 3 µM; hit rate 0.4% among 360,000;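 active means activation above its plate's cutoff, the mean activation of sample wells plus 3 SD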; further: some results filed as inactive read as strong as hits
# CRFR2-BP ag: agonists of human CRF-binding protein/CRF-R2 receptor complex | HEK293 CRF-R2/CRF-BP, calcium dye fluorescence (FLIPR); percent of saturating CRF peptide response | activation, % at 13.2 µM | hit rate 0.46% among 350,000;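 active means activation of at least 50%, plus an integration ratio under a set limit after plate pattern correction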;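 further: plate controls were neutral control wells without compound for no effect and CRF at EC100 for full effect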
# PHOSPHO1 block: inhibitors of human PHOSPHO1 phosphatase. Q8TCT1. recombinant PHOSPHO1, absorbance phosphatase assay. inhibition, % at 13.3 µM. hit rate 1.1% among 290,000. AID 1565; in the data active means inhibition above about 60%
# pCIP destab: p/CIP protein destabilization; Q05BA5; F442A p/CIP-EGFP cells, EGFP fluorescence, 16 h; decrease of EGFP signal, % at 10 µM; hit rate 0.01% among 290,000;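 active means EGFP signal decrease of at least 30% at 10 µM or well 3 SD below plate mean, unless failing retest; inactive means the rest, including hits failing retest or dose response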; further: some compounds called inactive have numbers as strong as hits; many of its hits are not listed in these tables
# Target sequence (Q05BA5 1-1403): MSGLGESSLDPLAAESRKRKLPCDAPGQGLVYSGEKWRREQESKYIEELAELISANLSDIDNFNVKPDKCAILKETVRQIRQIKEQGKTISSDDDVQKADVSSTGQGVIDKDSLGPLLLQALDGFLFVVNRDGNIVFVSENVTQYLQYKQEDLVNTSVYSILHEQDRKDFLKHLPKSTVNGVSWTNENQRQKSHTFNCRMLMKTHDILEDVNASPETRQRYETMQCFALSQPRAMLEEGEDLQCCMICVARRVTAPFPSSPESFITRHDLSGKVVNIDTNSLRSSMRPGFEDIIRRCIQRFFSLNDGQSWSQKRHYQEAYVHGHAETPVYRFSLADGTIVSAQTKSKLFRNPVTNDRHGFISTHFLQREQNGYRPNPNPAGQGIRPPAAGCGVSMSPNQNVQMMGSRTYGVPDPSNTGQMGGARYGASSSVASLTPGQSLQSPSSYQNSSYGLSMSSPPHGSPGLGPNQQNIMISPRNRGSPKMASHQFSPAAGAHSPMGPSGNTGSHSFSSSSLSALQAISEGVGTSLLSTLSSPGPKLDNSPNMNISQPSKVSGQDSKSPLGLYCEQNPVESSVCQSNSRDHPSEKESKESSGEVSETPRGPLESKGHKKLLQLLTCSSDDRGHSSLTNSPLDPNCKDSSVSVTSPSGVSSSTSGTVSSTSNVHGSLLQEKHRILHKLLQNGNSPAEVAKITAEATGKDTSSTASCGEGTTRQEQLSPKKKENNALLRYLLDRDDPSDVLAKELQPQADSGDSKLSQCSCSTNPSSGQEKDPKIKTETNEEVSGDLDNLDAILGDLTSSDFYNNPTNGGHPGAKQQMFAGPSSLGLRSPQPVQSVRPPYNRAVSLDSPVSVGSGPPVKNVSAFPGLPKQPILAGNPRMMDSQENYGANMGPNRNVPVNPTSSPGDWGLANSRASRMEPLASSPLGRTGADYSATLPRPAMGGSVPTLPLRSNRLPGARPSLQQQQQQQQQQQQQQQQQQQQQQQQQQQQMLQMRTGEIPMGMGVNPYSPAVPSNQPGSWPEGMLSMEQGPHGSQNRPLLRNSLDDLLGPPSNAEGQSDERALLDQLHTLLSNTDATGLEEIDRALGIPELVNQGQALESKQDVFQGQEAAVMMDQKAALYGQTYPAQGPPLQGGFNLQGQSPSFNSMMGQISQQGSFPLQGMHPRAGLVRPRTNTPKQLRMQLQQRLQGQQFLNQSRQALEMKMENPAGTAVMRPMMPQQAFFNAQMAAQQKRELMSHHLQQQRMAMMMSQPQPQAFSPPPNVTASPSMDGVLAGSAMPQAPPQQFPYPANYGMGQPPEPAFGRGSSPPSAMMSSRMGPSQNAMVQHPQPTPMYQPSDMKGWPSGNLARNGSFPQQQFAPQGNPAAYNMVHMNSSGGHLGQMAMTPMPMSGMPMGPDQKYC
# Active calls of the source: *; nt = not tested or not shown; [ ] = another dose, or the depositor's remark.
SMILES,IDE act,IDE cell inh,GalR3 antag,MEKK3 PB1 HTS,CRFR2-BP antag,CHRM4 PAM,CRFR2-BP ag,PHOSPHO1 block,pCIP destab
CCOC(=O)c1sc(-c2ccc(C)cc2)c(C#N)c1C,2.3,-1.1,-6.2,99.0,-25.6,-1.7,2.8,4.9,-6.4
CCC(C)NC(=O)c1ccccc1NC(=O)c1ccccc1N(C)S(C)(=O)=O (centres undefined),4.2,4.2,-3.7,102.0,-16.5,5.0,5.6,-4.2,-4.1
C[C@H](CO)N1C[C@H](C)[C@H](CN(C)S(=O)(=O)c2cccc(F)c2)Oc2ncc(-c3cccc(C(=O)N(C)C)c3)cc2C1=O,nt,nt,-2.0,nt,11.6,0.2,-0.5,nt,nt
CCc1ccc(C(C)NC(=O)COC(=O)c2ccc(-n3cnnn3)cc2)cc1 (centres undefined),0.8,8.6,4.6,nt,-5.2,-4.5,1.9,nt,nt
Cc1ccc(S(=O)(=O)N2CCCN(S(=O)(=O)c3ccc(C(F)(F)F)cc3)CC2)cc1,8.5,-0.4,-6.5,83.0,-8.5,6.3,0.3,-3.0,-7.2
CS(=O)(=O)c1nc(S(=O)(=O)c2ccc(Cl)cc2)c(N2CCCCCC2)s1,-0.7,-8.6,1.8,96.0,-18.5,-1.0,0.4,23.5,-7.8
Cc1ccc(S(=O)(=O)Nc2ccc3c(c2)nc(C)n3C)cc1,2.4,2.6,-8.5,109.0,7.3,-12.5,-1.5,-146.6,-0.3
O=C(Nc1cccc(F)c1)NC1CCCCCCC1,0.7,nt,0.8,105.0,19.8,-9.9,-0.6,51.4,-4.0
COc1ccc(Cl)cc1Nc1nc(-c2sc(NC(=O)c3ccccc3)nc2C)cs1,nt,2.4,nt,76.0,nt,nt,nt,-53.0,-8.6
COCC(C)OC(=O)/C(C#N)=C\c1coc2ccc(C)cc2c1=O (centres undefined),-3.9,0.5,-1.2,106.0,-34.0,-5.7,2.6,-4.5,-3.8
CCc1cc2c(=O)[nH]c(CC(N)=O)nc2s1,5.1,-0.9,5.4,105.0,0.3,0.0,0.2,43.9,-5.9
O=C(NCCCN1CCOCC1)C(=O)N/N=C/c1ccccc1Cl,8.2,3.9,0.8,106.0,11.0,22.7,-5.4,15.9,2.2
Cc1ccc(Nc2c(-c3ccccn3)nc3cc(C)ccn23)cc1,7.3,-0.3,1.6,105.0,-8.0,-3.6,-1.7,-9.8,2.2
Cc1nccn1C[C@@H]1CCc2c(c3ccccc3n2C)C1=O,-0.7,3.6,nt,100.0,-1.2,-8.8,-1.5,4.7,5.9
CC(=O)c1ccc(NC(=O)CSc2nnc(Cc3cccn3C)n2-c2ccc(F)cc2)cc1,1.8,-4.6,2.5,98.0,7.2,6.8,-1.7,7.4,-8.9
COc1ccc(CNC(=O)[C@@H](NC(=O)C2CCN(C(=O)[C@@H](N)CCSC)CC2)C(C)C)cc1,3.3,-2.3,-7.8,99.0,2.9,5.4,0.4,18.2,17.2
Cc1cc(C)n(CC(O)COc2ccccc2)n1 (centres undefined),-4.7,-5.7,-5.6,102.0,0.1,10.2,-1.2,-5.4,-11.7
CC(C)(C)c1ccc(S(=O)(=O)N2CC(=O)Nc3ccccc32)cc1,3.4,8.4,6.0,100.0,-10.2,-18.6,-0.3,-0.5,-15.4
COc1cccc(CNC(=O)c2ccc(NC(=O)CC3SC(N4CCCCC4)=NC3=O)cc2)c1 (centres undefined),5.4,1.7,-5.7,nt,8.9,15.3,1.7,nt,nt
COc1ccccc1CNC(=O)c1cn(C)c(=O)c2cc(OC)c(OC)cc12,-4.2,9.1,-0.5,99.0,-1.5,-0.4,-2.3,13.8,6.0
CCN1CCN(C(=S)Nc2ccsc2C(=O)OC)CC1,1.5,-1.4,-3.1,98.0,-10.8,-1.6,-2.7,7.6,3.6
CSC(=S)NCc1cccnc1,4.8,1.1,-3.0,85.0,0.4,6.7,0.0,-30.8,1.8
O=C1C=C(c2ccc3[nH]ccc3c2)C[C@@H](c2ccc(Cl)cc2)C1,-2.3,9.4,0.8,nt,-0.7,4.3,1.6,nt,nt
O=C(CCCNC(=O)/C(=C/c1ccc(F)cc1)NC(=O)c1ccccc1)OCc1ccccc1,-3.4,0.3,3.2,104.0,-14.8,-4.8,0.2,1.8,-4.7
COc1cc(OC)c(C2Nc3ccccc3NC3=C2C(=O)CC(C)(C)C3)cc1OC (centres undefined),5.0,0.1,-2.9,109.0,-3.0,-1.1,5.8,24.3,-3.9

# The closing 4 compounds of the part above lead into the next:
SMILES,IDE act,IDE cell inh,GalR3 antag,MEKK3 PB1 HTS,CRFR2-BP antag,CHRM4 PAM,CRFR2-BP ag,PHOSPHO1 block,pCIP destab
CSC(=S)NCc1cccnc1,4.8,1.1,-3.0,85.0,0.4,6.7,0.0,-30.8,1.8
O=C1C=C(c2ccc3[nH]ccc3c2)C[C@@H](c2ccc(Cl)cc2)C1,-2.3,9.4,0.8,nt,-0.7,4.3,1.6,nt,nt
O=C(CCCNC(=O)/C(=C/c1ccc(F)cc1)NC(=O)c1ccccc1)OCc1ccccc1,-3.4,0.3,3.2,104.0,-14.8,-4.8,0.2,1.8,-4.7
COc1cc(OC)c(C2Nc3ccccc3NC3=C2C(=O)CC(C)(C)C3)cc1OC (centres undefined),5.0,0.1,-2.9,109.0,-3.0,-1.1,5.8,24.3,-3.9
O=C(O)c1ccccc1C(=O)NNc1ccc(F)cc1,-0.2,-0.7,0.2,113.0,-1.6,14.8,0.1,15.3,10.6
O=C(NCCC1CCCCN1S(=O)(=O)c1cccs1)C(=O)Nc1ccc(F)cc1F (centres undefined),3.8,-1.2,-2.7,nt,-3.4,1.8,-1.1,nt,nt
O=C1N[C@@H](Cc2cnc[nH]2)C(=O)N2CCC[C@@H]12,3.5,3.9,nt,84.0,-49.2,0.6,0.1,6.0,-6.7
CN1CCN(c2ncnc3sc(-c4ccccc4)cc23)CC1,-0.5,-8.5,-7.0,100.0,21.8,-3.3,-1.6,47.7,-15.8
Cc1nnc(Nc2ccccc2)n(N)c1=O,6.0,3.0,-4.0,0.0*[inhibitor],9.3,6.3,-0.6,31.0,4.0
Cc1ccc(C(=O)N2CCOCC2)cc1[N+](=O)[O-],5.6,4.8,-3.2,104.0,3.2,2.9,-2.1,1.0,-15.5
C=C(C)C1CC=C(C)/C(=N/NC(=O)c2cccs2)C1 (centres undefined),-6.7,0.4,-2.2,108.0,-66.9,4.2,0.7,2.6,-9.3
COc1cccc(OCC(=O)Nc2c3c(nn2-c2ccccc2)CS(=O)(=O)C3)c1,3.6,-2.6,-3.8,106.0,1.8,1.8,1.1,36.4,-1.3
O=C(Oc1coc(CSc2nnc(NC(=O)C3CC3)s2)cc1=O)c1ccccc1,5.9,6.5,0.7,98.0,1.5,-3.0,1.1,13.2,2.4
CC(=O)Nc1ccc(S(=O)(=O)N2CCN=C2SCc2cccc(C)c2)cc1,1.8,1.1,-1.0,97.0,25.2,-5.8,0.2,36.4,-2.9
COc1ccc(NC(=O)Nc2cccc(NC(C)=O)c2)c(OC)c1,-2.5,0.0,6.5,100.0,8.3,2.4,0.9,26.2,-15.4
CCN(c1cccc(C)c1)S(=O)(=O)c1ccc2c(c1)N(C(C)=O)CCS2,0.0,5.4,-8.6,95.0,15.0,-0.2,-1.0,36.8,-8.1
O=C(c1cccs1)N(Cc1cc2ccccc2[nH]c1=O)CC1CCCO1 (centres undefined),2.6,-7.1,-6.8,99.0,-1.4,-3.1,-0.5,34.8,-5.7
COc1ccccc1NC(=O)COc1ccc(Br)cc1CO,-0.9,3.7,-4.4,105.0,-22.4,3.5,0.1,10.8,12.7
N#C/C(=N\O)c1nc2ccccc2[nH]1,6.0,-2.2,-9.4,88.0,27.2,2.7,0.3,-2.6,-1.1
O=C1CC(Cc2ccc(Br)cc2)C(=O)N1c1ccccc1 (centres undefined),5.8,-0.7,-1.6,105.0,-20.5,-0.7,-2.0,-31.5,-2.5
CC(/C=N/NC(=O)CCn1nnc2ccccc21)=C\c1ccccc1,-1.7,1.6,-3.8,100.0,-19.2,-7.0,0.1,-9.0,-2.8
COc1ccccc1-n1cnnc1SCC(=O)c1c[nH]c2ccccc12,2.7,4.6,0.8,97.0,10.8,-4.2,-2.5,-6.6,-0.1
CCOC(=O)C1(Cc2ccccc2C)CCCN(C(=O)c2ccc(OC)o2)C1 (centres undefined),-2.6,-5.1,-4.8,99.0,15.3,-7.4,-1.2,1.0,0.2
O=C(/C=C/c1cn(-c2ccccc2)nc1-c1ccc2c(c1)OCCO2)NCCCN1CCOCC1,-1.5,2.2,-6.1,107.0,-15.8,-18.5,0.4,44.5,5.4
CCCCCCCCOC(=O)/C=C/c1c(C)[nH]c(=O)[nH]c1=O,3.8,1.0,0.0,103.0,9.1,8.8,-4.4,-4.0,-7.8
COc1cccc(NC(=O)C(Sc2nnc(Nc3ccccc3C)s2)c2ccccc2)c1 (centres undefined),3.4,-4.9,-6.1,98.0,-55.2,-6.9,0.9,0.3,-10.1
CCOc1cc(C)c(C(C)C)cc1S(=O)(=O)NCc1ccccn1,6.9,3.6,-4.1,97.0,-9.8,4.6,-2.4,1.2,1.3
CCOc1ccc(NC(=S)NC(=O)c2c(Cl)c(C)nn2C)c([N+](=O)[O-])c1,0.7,-3.1,-0.7,102.0,-22.6,11.8,-1.1,-13.9,-7.9
Nn1c(SCC(=O)Nc2ccc(S(N)(=O)=O)cc2)nnc1-c1ccco1,1.1,-3.1,-0.1,101.0,14.3,1.7,0.7,37.7,3.9
# (continued)
SMILES,IDE act,IDE cell inh,GalR3 antag,MEKK3 PB1 HTS,CRFR2-BP antag,CHRM4 PAM,CRFR2-BP ag,PHOSPHO1 block,pCIP destab
CCCN(C(=O)COC(=O)Cn1c(=O)oc2ccccc21)c1c(N)n(Cc2ccccc2)c(=O)[nH]c1=O,-3.3,-0.8,-2.5,nt,3.7,-1.2,-0.2,nt,nt
COc1ccc(-n2c(Cc3cccn3C)nnc2SCC(=O)Nc2cccc(F)c2)cc1,-3.2,2.3,-2.8,94.0,-4.4,0.7,3.3,4.9,0.7
O=S(=O)(c1ccccc1)C1(C2CC(c3ccccc3)=NO2)CC(O)C1 (centres undefined),8.0,-3.4,3.9,100.0,0.8,-2.6,0.6,30.6,-0.2
COCCCNC(=O)CS(=O)(=O)Cc1nc(-c2cccc(OC)c2)oc1C,-0.2,-1.1,-3.1,99.0,6.2,-4.3,0.4,28.3,11.0
CCOC(=O)C(NC(=O)Nc1ccc(C(N)=O)cc1)(c1ccccc1)C(F)(F)F (centres undefined),2.5,4.1,-2.7,95.0,2.1,-0.8,-0.6,-8.9,-12.4
Cc1ccc(N(C(=O)c2ccco2)C2C=CS(=O)(=O)C2)cc1 (centres undefined),1.0,-1.3,1.7,112.0,-22.0,2.4,5.1,27.1,-4.9
CC(=O)c1ccccc1NC(=O)COC(=O)CCCN1C(=O)c2cccc3cccc(c23)C1=O,5.2,0.3,0.6,101.0,17.7,4.7,-1.0,8.3,5.0
O=[N+]([O-])c1ccc(COc2ncnc3ccccc23)cc1,3.6,-0.1,-5.8,91.0,-3.6,2.5,4.2,5.6,-13.1
CCN(CCCNC(=O)COc1cc(=O)n(C)c2ccccc12)c1ccccc1,6.7,-4.5,-3.1,100.0,-5.9,-0.1,0.3,23.5,9.9
CCOC(=O)/C(=N\Nc1ccccc1)P(=O)(c1ccccc1)c1ccccc1,8.7,-0.2,2.9,103.0,-11.9,9.7,-0.6,6.2,-10.3
C[C@H](CO)N1C[C@H](C)[C@@H](CN(C)S(=O)(=O)c2ccccc2)Oc2ccc(NC(=O)CCC(F)(F)F)cc2C1=O,3.0,5.6,-2.2,nt,4.9,4.7,-0.7,nt,nt

# Rows were taken by chance; any-hit rate near 4.2%.
